# Compound activity: PubChem, The Scripps Research Institute Molecular Screening Center
# LYPLA1 counter = blocks human lysophospholipase 1, a PME1 counter-screen | AID 2174 | recombinant LYPLA1, FP-Rh probe fluorescence polarization | O75608 | inhibition, % at 5.9 µM | 320,000 compounds, 0.16% hits;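 active = inhibition above the mean of all tested compounds plus 3 SD, set per campaign, cut at about 14% in these data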;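 also: inhibitors block serine hydrolase probe labeling of LYPLA1 so polarization falls; 0% = enzyme with DMSO and 100% = wells lacking LYPLA1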
# GSTO1 inh = blocks human GSTO1 in RBBP9 counter-screen. AID 1974. inhibition, % at 5.96 µM. P78417. 300,000 compounds, 1.1% hits. recombinant GSTO1, activity-based probe fluorescence polarization;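 active = inhibition above the campaign mean inhibition plus 3 SD, cut at about 35% in these data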;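 also: 0% = GSTO1-1 with DMSO and 100% = wells lacking GSTO1-1 enzyme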
# PAFAH2 inh = PAFAH2 (human) inhibition; Q99487; recombinant PAFAH2, FP-rhodamine activity probe, fluorescence polarization; inhibition, % at 3.39 µM; 340,000 compounds, 0.99% hits;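 active = inhibition above the mean over all tested compounds plus 3 SD, cut at about 30% in these data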;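 also: inhibitors block probe labeling of enzyme so polarization drops; 0% = enzyme with DMSO and 100% = wells lacking PAFAH2 protein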
# pPAFAH inh = pPAFAH (human) enzyme inhibition | 330,000 compounds, 1.5% hits | AID 463082 | inhibition, % at 3.39 µM | recombinant pPAFAH, FP-rhodamine probe fluorescence polarization;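 active = inhibition above the mean inhibition across the screen plus 3 SD, cut at about 25% in these data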;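 also: inhibitors block binding of the rhodamine activity-based probe so polarization drops; 0% = enzyme with DMSO and 100% = wells lacking pPAFAH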
# PAD4 inh = PAD4 (human) enzyme inhibition; recombinant PAD4, RCA probe fluorescence polarization; inhibition, % at 6.36 µM; AID 485272; 330,000 compounds, 0.41% hits; Q9UM07;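 active = percent inhibition above a cutoff equal to the mean of all tested compounds plus 3 SD, cut at about 15% in these data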;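 also: 0% = PAD4 with RCA probe and DMSO and 100% = probe without PAD4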
# Target sequence (Q9UM07 whole entry, looked up): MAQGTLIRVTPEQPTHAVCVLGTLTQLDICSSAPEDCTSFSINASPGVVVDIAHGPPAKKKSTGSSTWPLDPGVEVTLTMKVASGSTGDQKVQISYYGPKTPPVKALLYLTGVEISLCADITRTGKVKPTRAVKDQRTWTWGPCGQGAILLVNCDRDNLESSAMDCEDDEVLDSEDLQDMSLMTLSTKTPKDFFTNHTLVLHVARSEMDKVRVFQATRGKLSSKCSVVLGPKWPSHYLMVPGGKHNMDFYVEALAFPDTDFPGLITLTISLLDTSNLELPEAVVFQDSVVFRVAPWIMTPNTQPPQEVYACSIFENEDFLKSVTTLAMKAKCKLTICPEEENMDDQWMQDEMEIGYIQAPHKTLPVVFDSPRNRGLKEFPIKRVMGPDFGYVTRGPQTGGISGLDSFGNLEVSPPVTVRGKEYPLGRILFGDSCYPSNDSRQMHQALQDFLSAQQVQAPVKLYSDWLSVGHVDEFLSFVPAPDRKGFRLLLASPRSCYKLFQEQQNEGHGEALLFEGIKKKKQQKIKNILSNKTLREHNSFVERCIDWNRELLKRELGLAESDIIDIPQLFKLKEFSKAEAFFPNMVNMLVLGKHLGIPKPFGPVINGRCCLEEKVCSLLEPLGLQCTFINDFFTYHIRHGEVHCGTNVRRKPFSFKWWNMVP
# Fam108B inh = Fam108B inhibition, counter-screen for RBBP9 inhibitors. recombinant Fam108B, FP-Rh probe fluorescence polarization. inhibition, % at 9.51 µM. 300,000 compounds, 0.33% hits. AID 1947;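 active = inhibition above the screen mean inhibition plus 3 SD, computed separately per campaign, cut at about 18% in these data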;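 also: inhibitors lower polarization as less probe binds the enzyme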
# PAFAH1B2 FP inh = blocks human PAF acetylhydrolase 1b catalytic subunit 2; 340,000 compounds, 1.2% hits; inhibition, % at 3.39 µM; recombinant PAFAH1B2, FP-rhodamine activity probe, fluorescence polarization; P68402; AID 492953;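 active = inhibition above the mean of all tested compounds plus 3 SD, cut at about 24% in these data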;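 also: 0% = enzyme with DMSO and 100% = wells lacking PAFAH1B2; many of its hits are not listed in these tables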
# Target sequence (P68402 whole entry, looked up): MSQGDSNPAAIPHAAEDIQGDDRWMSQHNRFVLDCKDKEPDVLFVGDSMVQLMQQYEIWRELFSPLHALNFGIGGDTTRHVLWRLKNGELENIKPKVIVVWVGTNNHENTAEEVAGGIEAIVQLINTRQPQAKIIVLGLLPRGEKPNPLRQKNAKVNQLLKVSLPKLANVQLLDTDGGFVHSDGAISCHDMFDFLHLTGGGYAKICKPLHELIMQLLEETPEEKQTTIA
# PAFAH1B3 inh = PAFAH1B3 (human) inhibition; Q15102; recombinant PAFAH1B3, FP-rhodamine probe, fluorescence polarization; inhibition, % at 3.39 µM; 340,000 compounds, 0.28% hits;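 active = inhibition above the screen-wide average of all tested compounds plus 3 SD, cut at about 25% in these data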;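 also: 0% = enzyme with DMSO only and 100% = wells lacking PAFAH1B3 protein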
# PME-1 primary = blocks human protein phosphatase methylesterase 1; recombinant PME-1, FP-Rh probe fluorescence polarization; 320,000 compounds, 0.53% hits; inhibition, % at 5.9 µM; AID 2130;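 active = inhibition above the campaign mean of all compounds plus 3 SD, cut at about 26% in these data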;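 also: competitive labeling of PME-1 active site by serine hydrolase directed probe; 0% = PME-1 with DMSO and 100% = wells lacking PME-1 enzyme; inhibitors block probe labeling so polarization falls and inhibition rises; many of its hits are not listed in these tables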
# * marks the source's active call; other numbers are inactive results; nt = no result given. This is a subset; rates above refer to the full screens.
# Fields – LYPLA1 counter	GSTO1 inh	PAFAH2 inh	pPAFAH inh	PAD4 inh	Fam108B inh	PAFAH1B2 FP inh	PAFAH1B3 inh	PME-1 primary
1	CCn1c(=O)c2sccc2n(Cc2ccc(C)cc2)c1=O
    -3	6	-13	3	-3	-1	3	7	3
2	CCn1c(C)c(C(=O)c2ccccc2)c(C#N)c1C(=O)O
    2	2	9	-2	-1	-3	4	10	-7
3	Cc1ccc(/C=N/NC(=O)Cn2cnc3ccccc32)cc1
    5	10	6	2	-1	2	8	1	0
4	O=C1c2ccccc2C(=O)C1c1ccc(O)cc1
    -1	4	-1	0	0	7	1	7	1
5	COc1ccc(C(=O)NC2CC(C)(C)Cc3occc32)cc1 (centres undefined)
    -2	3	3	0	0	-6	8	11	-3
6	CCOC(=O)c1cccc(NC(=S)NCc2ccc(C)cc2)c1
    -3	0	-4	2	0	-2	5	9	-3
7	O=C(O)COC(=O)C1C(c2ccccc2)C(C(=O)O)C1c1ccccc1 (centres undefined)
    -2	-4	3	-4	-4	-1	3	4	-3
8	N#C/C(=N\Nc1cccc(Cl)c1)C(=O)c1ccccc1
    2	-13	22	26*	-2	2	2	-3	7
9	COc1cccc(NC(=O)CN(C)C(=O)c2ccc(-c3ccc(Cl)cc3)o2)c1
    -5	-11	-10	4	0	-3	-2	5	-6
10	COc1ccc(S(=O)(=O)N(C)CC(=O)NCc2cccnc2)cc1C
    -1	6	4	3	1	1	5	3	-4
11	Cc1ccccc1OCC(=O)NCc1ccccc1
    0	-2	-2	3	-3	2	3	0	1
12	Cc1ccccc1N=Cc1cccc(O)c1O
    0	70*	3	32*	3	4	9	2	4
13	CCCCNc1cc(NC(C)=O)cc2cc(OC)c(OC)cc12
    -3	35*	-2	3	-14	3	1	-2	0
14	O=C(Cc1ccccc1)NC(Nc1ccccc1)C(Cl)(Cl)Cl (centres undefined)
    -2	5	3	-1	-4	0	10	2	2
15	CCS(=O)(=O)c1nc2ccccc2n1Cc1ccccc1Cl
    3	3	-4	0	4	2	0	-4	1
16	O=C(Cc1ccccc1)NCc1ccc(F)cc1
    -2	8	1	-2	2	4	6	6	1
17	O=C(COc1cc(Cl)c(Cl)cc1Cl)Nc1ccc([N+](=O)[O-])cc1Cl
    1	-1	1	3	0	0	0	5	2
18	Cc1cc(C)c(S(=O)(=O)c2ccc(C(C)(C)C)cc2)c(Cl)n1
    -2	7	-5	-2	0	0	5	-7	-5
19	COc1ccc(OC)c(CN2CCN(C(=O)c3ccc(F)cc3)CC2)c1
    4	9	4	-1	0	7	2	5	0
20	Cc1cccc(C)c1OCc1cc(C(=O)N2CC3C[C@@H]4CC2C[C@H](C3)C4)no1
    0	0	-1	10	-3	1	0	-2	0

# Reprinted at random: five compounds from above.
# Fields – LYPLA1 counter	GSTO1 inh	PAFAH2 inh	pPAFAH inh	PAD4 inh	Fam108B inh	PAFAH1B2 FP inh	PAFAH1B3 inh	PME-1 primary
8	N#C/C(=N\Nc1cccc(Cl)c1)C(=O)c1ccccc1
    2	-13	22	26*	-2	2	2	-3	7
7	O=C(O)COC(=O)C1C(c2ccccc2)C(C(=O)O)C1c1ccccc1 (centres undefined)
    -2	-4	3	-4	-4	-1	3	4	-3
13	CCCCNc1cc(NC(C)=O)cc2cc(OC)c(OC)cc12
    -3	35*	-2	3	-14	3	1	-2	0
19	COc1ccc(OC)c(CN2CCN(C(=O)c3ccc(F)cc3)CC2)c1
    4	9	4	-1	0	7	2	5	0
2	CCn1c(C)c(C(=O)c2ccccc2)c(C#N)c1C(=O)O
    2	2	9	-2	-1	-3	4	10	-7

# pPAFAH inh, entries above that show a hit
No.	Structure	PAFAH2 inh	pPAFAH inh	PAD4 inh	PAFAH1B2 FP inh	PAFAH1B3 inh	PME-1 primary
8	N#C/C(=N\Nc1cccc(Cl)c1)C(=O)c1ccccc1	22	26*	-2	2	-3	7
12	Cc1ccccc1N=Cc1cccc(O)c1O	3	32*	3	9	2	4

# Next entries follow:
# Fields – LYPLA1 counter	GSTO1 inh	PAFAH2 inh	pPAFAH inh	PAD4 inh	Fam108B inh	PAFAH1B2 FP inh	PAFAH1B3 inh	PME-1 primary
21	Cc1nc(-c2coc3c(CN(C)C)c(O)ccc3c2=O)cs1
    -2	1	-7	4	1	-1	3	6	-7
22	COc1ccc2c(c1)c1nc3ccccc3nc1n2CCCN1C(=O)c2ccccc2C1=O
    -2	3	-3	3	-2	-1	-3	2	6
23	COc1cc(C2NC(=O)NC(C)=C2[N+](=O)[O-])cc(OC)c1OC (centres undefined)
    -3	6	-6	0	-5	-4	0	9	4
24	CNC(=S)NCc1ccc(OC)cc1
    0	13	4	-1	-2	-1	0	7	-4
25	COCCNC(=O)C(c1ccc(C)o1)N(C(=O)c1snc(C(N)=O)c1N)c1ccc(C)cc1 (centres undefined)
    -1	10	10	-3	-3	-4	7	5	-7
26	CCc1ccc2nc(-c3cccc(C)c3)nc(SCC(=O)NCC3CCCO3)c2c1 (centres undefined)
    1	0	0	-1	-8	2	6	8	3
27	COc1cc(OC)c(NC(=O)CCNC(=O)Cn2ccc3ccccc3c2=O)cc1Cl
    1	2	-8	3	-4	-5	2	2	-1
28	Cc1cc2ccccc2c(=O)n1CC(=O)N(C)c1ccc(F)cc1
    1	-2	3	-1	-3	-1	4	0	4
29	O=C(c1ccco1)N1CCN(S(=O)(=O)c2ccc(F)cc2)CC1
    -2	-5	4	0	-7	-1	8	2	-6
30	COc1ccccc1OCCNC1CCCC1
    1	0	3	-3	1	2	7	2	3
31	OCCCc1ccc(O)c(O)c1
    -1	23	5	7	-4	-1	6	-1	-3
32	Cc1cccc(N2CCN(C(=O)c3ccccc3NC(=O)C3CCCCC3C(=O)O)CC2)c1 (centres undefined)
    1	4	-2	4	2	2	-1	6	1
33	CC(C)OC(=O)C(NC(=O)c1ccccc1)=C1CCCCC1
    4	-3	-8	4	-5	-5	2	1	-2
34	CCOCCCNC(=O)CN(Cc1ccc(Cl)cc1)S(C)(=O)=O
    3	0	3	0	1	-1	-8	4	-5
35	CC(=O)c1cccc(NCC(=O)c2ccc(C)c([N+](=O)[O-])c2)c1
    -2	9	-4	5	-4	-2	-3	4	-3
36	O=C(N/N=C/c1ccc(O)c(O)c1)c1ccc(CSc2cccc3cccnc23)cc1
    -7	22	24	69*	-14	43*	10	17	54*
37	O=C1CCC(=O)N1CC1CC2CCC1C2 (centres undefined)
    2	-4	-1	-3	3	2	4	-2	-5
38	CC1CCCN(c2ccc(C(=O)NCc3ccccc3)cn2)C1 (centres undefined)
    -1	5	-6	6	-2	-6	0	3	0
39	CCN1C(=O)[C@H]2[C@@H](c3ccc(-c4ccc(Cl)c(Cl)c4)cc3)N[C@@](C)(C(=O)OC)[C@H]2C1=O
    9	2	-6	6	-2	-2	3	0	-8
40	S=C1SCN(Cc2ccccn2)CN1Cc1ccco1
    -1	-9	4	7	-6	-3	-1	-3	2
41	CN(C)C(=O)CSc1n[nH]c(-c2ccco2)n1
    2	2	0	2	6	2	1	4	4
42	O=C(O)Cn1c2ccccc2c2n[nH]c(=S)nc21
    5	-7	1	15	4	5	-4	13	3
43	CCN(CC)CCn1c(SCC(=O)Nc2cccc(OC)c2)nc2c(sc3ccccc32)c1=O
    -3	-5	-7	1	1	-9	0	-1	-4
44	CCCCN(CCCNC(=O)Cn1ncc2ccsc2c1=O)Cc1ccccc1
    0	-1	3	5	-2	4	6	1	0
45	CC(NC(=O)NC1CCCCC1)c1ccccc1 (centres undefined)
    1	2	3	4	-3	-2	7	8	-5
46	Cc1ccc(C(=O)Nc2ccc3c(c2)CCC3)cc1S(=O)(=O)N1CCOCC1
    1	1	8	4	-1	0	6	4	-1
47	O=C(COC(=O)c1ccc2c(c1)C(=O)N(Cc1ccco1)C2=O)NCC(F)(F)F
    1	11	12	9	-2	0	-3	3	-1
48	Cc1cc(Nc2ccc(C)c(Br)c2)n2nc(C)nc2n1
    4	3	2	5	1	2	11	7	-2
49	CCOc1ccccc1C(=O)Nc1ccc2c(c1)C(=O)NC2=O
    1	6	-1	7	-1	-7	-1	-1	-4
50	O=C(COC(=O)c1ccccc1Oc1ccccc1)NC1CC1
    4	-5	12	4	-1	2	8	7	1
51	CC(C)CCNC(=O)c1ccc(-n2cnc3cccnc32)cc1
    -1	-5	-4	1	4	-1	6	-3	3
52	COc1cc(C2CC(=O)N3CN(Cc4ccccc4)CSC3=C2C#N)ccc1OCc1ccccc1 (centres undefined)
    -4	7	6	35*	2	0	7	4	2
53	CN=C(Nc1ccc(C(=O)OC)s1)c1ccccc1
    3	-2	7	1	0	2	3	16	-1
54	O=C(Nc1ccccc1N1CCN(C(=O)c2ccccc2)CC1)c1ccc(Br)o1
    0	3	-1	3	1	3	3	5	8
55	COCCN(CC(=O)Nc1cc(Cl)ccc1-n1cncn1)Cc1nc2ccccc2c(=O)[nH]1
    -3	nt	-1	0	-2	nt	5	7	-2
56	OCC[C@@H]1C[C@@H](O)[C@H](O)[C@@]2(Cc3ccccc3CO2)O1
    0	0	-1	1	1	3	3	-1	4
57	CCOc1ccc(C(=O)OCC(=O)NC2CCCCCCC2)cc1
    3	nt	93*	20	0	nt	1	4	3
58	O=C(Nc1nnc(SCC(=O)N2CCCC2)s1)C1CC(=O)N(c2ccccc2)C1 (centres undefined)
    -2	0	3	-5	0	-1	0	7	1
59	COc1ccc(C(=O)NCC(=O)OCC(=O)N2CCC(C)CC2)cc1OC
    5	-8	-6	1	-6	-2	2	-1	5
60	O=C(NN=Cc1c(F)cccc1F)c1ccccc1NS(=O)(=O)c1cccs1
    nt	nt	7	13	3	nt	7	9	nt
61	CC1CC(C)CN(C(=O)COC(=O)c2ccc3ncsc3c2)C1 (centres undefined)
    -3	nt	10	0	6	nt	3	6	5
62	COc1ccc(N(C(=O)COc2ccccc2)C2C=CS(=O)(=O)C2)c(OC)c1 (centres undefined)
    0	6	8	-1	2	-1	0	0	-2
63	COc1cc(SC)ccc1C(=O)OC(C)C(=O)Nc1ccc(NC(C)=O)cc1 (centres undefined)
    -1	6	4	3	-3	-3	-1	1	3
64	O=C(c1ccco1)N1CCC(c2ccccc2)C1 (centres undefined)
    -1	0	7	-1	-1	2	4	-2	-6
65	S=C(Nc1ccc(Br)cc1)NC1CCCC1
    -4	-1	-2	-1	-1	-2	2	3	2
